# Source: PubChem (Sanford-Burnham Center for Chemical Genomics)
# HKDC1 inh – HKDC1 hexokinase inhibitors, primary screen, biochemical, fluorescence, uHTS | recombinant HKDC1, G6PDH/diaphorase resazurin coupled fluorescence | Q2TB90 | actives 0.16% (n = 340,000) | inhibition, % at 20 µM;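 active means inhibition above about 35% when tested at 20 µM, limit read from the data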;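 further: plate controls were DMSO wells with enzyme for no effect and DMSO wells lacking enzyme for full effect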
#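 System: Recombinant HKDC1 hexokinase | Amount: HKDC1 at 5 µg/mL | Reagent: Glucose with 1 mM ATP | Doses: Single 20 µM dose | Incubation: Reaction time 90 min, room temperature, protected from light | Signal: Coupled resazurin fluorescence, excitation 525 nm, emission 613 nm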
# SENP8 block-1 – SENP8 protease inhibitors, primary screen, biochemical, luminescence. Sentrin-specific protease 8 (Homo sapiens), Q96LD8. inhibition, % at 10 µM. AID 2540, 2010. purified SENP8, Z-RLRGG-aminoluciferin cleavage. actives 1.2% (n = 330,000); in the data active means inhibition above about 50%
# Target sequence (Q96LD8 whole entry, looked up): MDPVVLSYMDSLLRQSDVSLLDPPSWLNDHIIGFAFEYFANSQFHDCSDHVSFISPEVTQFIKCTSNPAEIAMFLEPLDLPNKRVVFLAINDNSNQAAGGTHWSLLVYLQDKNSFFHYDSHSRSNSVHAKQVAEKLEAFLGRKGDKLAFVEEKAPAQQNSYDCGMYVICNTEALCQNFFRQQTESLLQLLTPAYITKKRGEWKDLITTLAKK
# Apaf-1 inh – inhibitors of human Apaf-1 apoptosome, primary screen, biochemical, DEVD-Rh110 fluorescence, uHTS. reconstituted apoptosome caspase-3 activity. inhibition, % at 20 µM. Apoptotic protease-activating factor 1 (Homo sapiens), O14727. actives 0.71% (n = 330,000); active means inhibition of at least 40% at 20 µM;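 further: plate controls were DMSO wells for no effect and DEVD-CHO caspase inhibitor wells for full effect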
#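 Medium: Hepes buffer, pH 7.5 / System: biochemical Apaf-1 apoptosome reconstitution / Measured by: Rh110 fluorescence, excitation 480 nm, emission 540 nm / Times: compound with Apaf-1, dATP, procaspase-3 30 min, then 50 min reaction, room temperature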
# SENP1 FRET inh – human SENP1 catalytic domain inhibitors, primary screen, biochemical, FRET, uHTS; Sentrin-specific protease 1 (Homo sapiens), Q9P0U3; recombinant SENP1 catalytic domain, CyPet-SUMO1-YPet FRET cleavage; inhibition, % at 10 µM; actives 0.21% (n = 360,000); AID 624204, 2012;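 active means inhibition at least 30% at 10 µM, raw YFP signal under a set limit, fluorescence ratio 0.5 to 1.5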;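 further: 0% = enzyme with DMSO and 100% = no enzyme wells; some results filed as inactive read as strong as hits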
#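 Compound: 10 µM single point, 0.5% DMSO; Test system: hSENP1 catalytic domain, recombinant; Timing: 50 min reaction at room temperature; Technique: FRET, CFP and YFP emission; Control set: no-enzyme wells low, DMSO-plus-enzyme wells high control.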
# SENP6 inh – SENP6 protease inhibitors, primary screen, biochemical, luminescence, uHTS. actives 1.8% (n = 330,000). Sentrin-specific protease 6 (Homo sapiens), Q9GZR1. inhibition, % at 10 µM. Recombinant SENP6 catalytic domain, aminoluciferin luminescence;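 active means inhibition above about 50% at the single tested dose, limit read from the data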;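 further: plate controls were DMSO wells with enzyme for no effect and DMSO wells lacking enzyme for full effect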
# Target sequence (Q9GZR1 628-1112 limits assumed): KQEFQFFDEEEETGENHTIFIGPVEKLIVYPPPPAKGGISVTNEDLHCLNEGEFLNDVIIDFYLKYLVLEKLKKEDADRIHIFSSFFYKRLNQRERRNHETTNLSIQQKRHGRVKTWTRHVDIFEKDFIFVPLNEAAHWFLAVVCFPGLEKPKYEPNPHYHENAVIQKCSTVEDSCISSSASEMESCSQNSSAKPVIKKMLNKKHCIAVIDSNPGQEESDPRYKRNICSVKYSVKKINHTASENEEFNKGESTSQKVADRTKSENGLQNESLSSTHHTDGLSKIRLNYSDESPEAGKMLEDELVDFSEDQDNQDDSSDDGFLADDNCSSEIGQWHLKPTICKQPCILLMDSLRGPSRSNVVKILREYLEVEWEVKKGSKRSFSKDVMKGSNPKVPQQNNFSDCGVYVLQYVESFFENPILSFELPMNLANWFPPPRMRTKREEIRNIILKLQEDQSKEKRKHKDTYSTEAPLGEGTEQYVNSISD
# SENP7 inh – SENP7 protease inhibitors, primary screen, biochemical, luminescence, uHTS; Sentrin-specific protease 7 (Homo sapiens), Q9BQF6; recombinant SENP7, Z-RLRGG-aminoluciferin luminescence, 40 min; inhibition, % at 5 µM; actives 1.5% (n = 330,000); AID 434973, 2010;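 active means inhibition above about 50% at the single test dose, limit read from the data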;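 further: plate controls were DMSO with enzyme for no effect and no enzyme buffer wells for full effect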
# Target sequence (Q9BQF6 706-1050 limits assumed): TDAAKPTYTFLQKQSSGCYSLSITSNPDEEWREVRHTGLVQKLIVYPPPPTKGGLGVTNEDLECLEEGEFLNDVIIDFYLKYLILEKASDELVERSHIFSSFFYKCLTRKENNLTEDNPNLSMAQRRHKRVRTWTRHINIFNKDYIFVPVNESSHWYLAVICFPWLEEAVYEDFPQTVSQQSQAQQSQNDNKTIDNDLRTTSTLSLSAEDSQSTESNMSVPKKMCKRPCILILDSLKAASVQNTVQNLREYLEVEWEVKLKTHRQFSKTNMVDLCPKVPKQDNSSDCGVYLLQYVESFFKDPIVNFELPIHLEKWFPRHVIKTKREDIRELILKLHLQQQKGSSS
# SENP8 block-2 – human SENP8 protease inhibitors, primary screen, biochemical, fluorescence, Nedd8 protein substrate, uHTS; recombinant SENP8; AID 602440, 2012; Sentrin-specific protease 8 (Homo sapiens), Q96LD8; inhibition, % at 20 µM; actives 0.64% (n = 360,000); in the data active means inhibition mostly above about 40%, no sharp cut-off; inactive means mostly below about 27%
# NLRP3 yeast inh – NALP3 inflammasome inhibitors in reconstituted yeast, primary screen, luminescence, uHTS | Yeast reconstituted NLRP3/ASC/caspase-1, beta-gal luminescence, 24 h | AID 2825, 2010 | inhibition, % at 10 µM | actives 0.39% (n = 330,000);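 active means inhibition of 50% or more; inactive means inhibition below 50%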;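 further: plate controls were induced DMSO wells for no effect and uninduced yeast grown without galactose for full effect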
# PfG6PD inh – PfG6PD enzyme inhibitors, primary screen, biochemical, fluorescence intensity, uHTS; PfGluPho enzyme, NADPH resazurin-diaphorase fluorescence; inhibition, % at 20 µM; actives 0.78% (n = 350,000); AID 504690, 2011;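 active means inhibition reaching at least a set limit at 20 µM in the primary screen, cut at about 59% in these data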;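 further: 0% = DMSO wells with substrate and 100% = DMSO wells lacking glucose-6-phosphate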
# Numbers without * were called inactive; nt = not tested or not shown.
# Values run as follows: HKDC1 inh, SENP8 block-1, Apaf-1 inh, SENP1 FRET inh, SENP6 inh, SENP7 inh, SENP8 block-2, NLRP3 yeast inh, PfG6PD inh
O=C(O)[C@@H]1CCCN1c1ncnc2sc3c(c12)CCC3
 : -6.4, -7.4, 7.6, 1.6, -17.1, -5.8, 4.6, -7.6, -10.8
Clc1cccc(C2=NOC(c3nnc(-c4ccccc4)o3)C2)c1 (stereo not drawn)
 : -2.2, -6.7, 7.3, 2.5, 8.2, -5.8, 13.5, 10.5, -3.0
C=CCN(CC=C)C(=O)C[n+]1ccc(C(N)=O)cc1
 : -4.3, 2.1, -1.8, -1.2, -0.5, 5.7, -13.0, -3.6, 0.2
Cc1ccsc1/C=N/NC(=O)Nc1ccccc1
 : -7.2, -12.7, 2.7, 2.8, -9.4, 15.7, -1.5, 28.4, -8.2
CCn1cc(/C=C2\SC(=O)N(CC(=O)Nc3ccc4c(c3)OCO4)C2=O)c2ccccc21
 : -6.5, 2.6, -2.4, 8.2, -12.4, 7.7, -149.2, 3.5, -22.8
Cc1ccc2nc(-c3ccncc3)cc(C(=O)Nc3ccc(F)cc3C)c2c1
 : 4.8, 2.0, 16.5, -2.4, -8.3, -1.7, 10.3, 1.9, 13.4
O=C(CNc1cccc(C(F)(F)F)c1)N/N=C/c1cccc(Br)c1
 : -1.5, -7.2, 16.3, 1.8, 4.6, -1.0, 6.3, 18.9, 34.7
COC(=O)c1ccc(NC(=O)CSc2nc3[nH]ncc3c(=O)[nH]2)cc1
 : 0.3, -0.5, 1.3, 1.5, 4.1, 11.3, 13.4, 9.3, -29.6
CC(C)(C)C1CCc2sc(-c3nnc(CCl)o3)cc2C1 (stereo not drawn)
 : 13.6, -1.4, 18.6, -0.6, 4.7, 3.3, -263.6, 5.6, -5.7
CC1(C)C(Cl)C(=O)C(C(=O)c2ccccc2)C(=O)C1Cl (stereo not drawn)
 : -2.1, -4.9, -5.7, 0.9, -7.6, -7.4, 5.0, 1.8, 7.5
CC(C)(CCl)C(=O)Nc1ccc(OC(F)(F)F)cc1
 : -2.7, -1.4, 14.2, 1.9, -12.8, 7.0, 8.7, 13.9, 6.5
Cc1cc(S(=O)(=O)N2CCCC2)ccc1OCC(=O)N1CCCCC1
 : -2.0, 5.9, 2.7, 1.3, 4.2, -1.6, 8.7, 10.7, -10.5
Cc1ccc(S(=O)(=O)N2C[C@@H]3[C@H]4CC[C@H](C4)[C@@H]3[C@@H](C)C2CC(=O)c2ccccc2)cc1 (stereo partly drawn)
 : -1.0, nt, 23.6, 0.1, nt, 2.0, 7.0, nt, 9.2
Cc1cc(C)c2c(N)c(C(=O)NN3CC(=O)N(c4ccccc4)CC3=O)sc2n1
 : -1.7, 1.1, -4.4, -34.5, -15.6, -7.2, -475.0, 3.0, 13.4
CCc1nnc(NC(=O)OCc2ccccc2)s1
 : -7.2, 2.7, -2.4, 1.8, 0.2, -6.3, 24.5, 24.9, 5.1
CC(C)S(=O)(=O)c1cnc(N2CCOCC2)nc1N
 : -4.7, 4.3, -3.3, 2.5, 4.7, -0.6, 3.4, 13.9, 5.2
CCNC(=S)N/N=C/c1ccc(OCC(=O)Nc2ccc(C)cc2)cc1
 : -6.9, 6.1, -3.1, 2.9, 13.6, 9.4, 15.6, 17.7, 3.9
O=C(N/N=C1/CC2C=CCC12)c1ccc(Br)o1 (stereo not drawn)
 : -15.0, -4.6, 5.1, 0.6, -6.7, 0.9, 7.7, 8.5, 4.3
Cc1cccc(C(=O)NC(=S)Nc2ccc(S(=O)(=O)N3CCN(C)CC3)cc2)c1
 : -1.9, 2.4, 5.7, 1.5, -17.0, 6.9, 21.6, 15.0, -3.8
Cc1nn(CC(=O)N(C)C2CCC(C)CC2)c(C)c1S(=O)(=O)N(C)C (stereo not drawn)
 : -1.6, -5.8, 5.2, 2.2, -1.7, 8.2, 0.8, 22.1, 3.5
CCc1sc(C(=O)Nc2cc(Cl)ccc2N2CCCCC2)cc1C
 : 0.6, 0.5, 15.7, 2.6, -7.9, 6.7, -11.3, 26.2, 0.9
CC(=O)Nc1ccc(NC(=O)CSc2ccc(-c3cccs3)nn2)cc1
 : 6.9, -3.5, -9.7, 3.0, 2.5, -0.2, 2.6, 5.7, 7.9
C=C(C)C1CC=C(C)/C(=N/NC(=O)CNc2ccc(OCC)cc2)C1 (stereo not drawn)
 : 8.5, -5.1, 19.4, 1.7, -13.6, -5.0, 37.7, 20.0, 23.2
Cc1cccc(OCC(=O)Nc2ccc3c(c2)nc(CCN2CCN(C)CC2)n3C)c1
 : -0.7, -4.9, 29.1, -1.3, -4.4, 5.3, -2.8, 23.1, 1.7
CCOc1ccccc1C(=O)NCC(=O)NCc1ccc(S(=O)(=O)N2CCOCC2)cc1
 : -3.1, -3.9, -3.7, 3.1, 2.0, -2.4, -7.6, 8.2, -4.6
Cc1ccc(NC(=S)NC(NC(=O)C(C)(C)C)C(Cl)(Cl)Cl)c(C)c1 (stereo not drawn)
 : -0.3, 4.1, 10.8, -2.1, 13.1, 2.5, 15.4, 6.4, 3.5
COc1ccc(C)cc1S(=O)(=O)N(C)CC(=O)NCc1ccncc1
 : -8.0, -7.8, -1.9, -0.9, -21.9, -6.1, 7.1, -5.7, -8.6
Cc1cn(-c2cccnc2)c(C)c1CNC[C@H]1O[C@@H](n2cnc3c(N)ncnc32)[C@H](O)[C@@H]1O
 : -2.2, -12.3, 3.1, -8.0, -13.8, -7.2, 5.1, 5.5, 21.2
CC(=O)Nc1ccc(NC(=O)COC(=O)C2c3ccccc3Oc3ccccc32)cc1
 : 0.6, nt, nt, -3.4, nt, nt, 14.4, nt, -0.9
CN1CCN(Cc2c(O)ccc3c(=O)c(Oc4ccccc4Cl)c(C(F)(F)F)oc23)CC1
 : -5.4, 2.7, -13.9, 0.5, -1.4, -5.0, -39.7, 14.2, 6.0

# Compounds shown so far that have an aryl thioether with sulfur outside any ring, in the order listed:
# Values run as follows: HKDC1 inh, SENP8 block-1, Apaf-1 inh, SENP1 FRET inh, SENP6 inh, SENP7 inh, SENP8 block-2, NLRP3 yeast inh, PfG6PD inh
COC(=O)c1ccc(NC(=O)CSc2nc3[nH]ncc3c(=O)[nH]2)cc1
 : 0.3, -0.5, 1.3, 1.5, 4.1, 11.3, 13.4, 9.3, -29.6
CC(=O)Nc1ccc(NC(=O)CSc2ccc(-c3cccs3)nn2)cc1
 : 6.9, -3.5, -9.7, 3.0, 2.5, -0.2, 2.6, 5.7, 7.9

# (cont.)
# Values run as follows: HKDC1 inh, SENP8 block-1, Apaf-1 inh, SENP1 FRET inh, SENP6 inh, SENP7 inh, SENP8 block-2, NLRP3 yeast inh, PfG6PD inh
C[N+](C)(C)CCCN1C(=O)CCCC1=O
 : -0.5, -2.0, -0.4, 0.2, -10.7, 3.4, 11.4, 18.7, 3.4
Cc1nn(CC(=O)N2CCC(C)CC2)c(=O)c2cccn12
 : 1.1, 5.4, 1.8, 2.4, -1.6, 2.7, 11.1, 19.4, -7.2
COc1cc(C(F)(F)F)nc2ccc(C#CCOC(=O)Nc3ccccc3)cc12
 : 3.2, 5.5, -14.3, 0.7, -14.4, -2.6, -81.3, 7.1, 19.3
CCNC(=S)N1CCN(c2cccc(C(F)(F)F)c2)CC1
 : -12.7, -5.1, -0.4, -0.2, -12.5, 3.4, 4.3, 19.0, 6.4
CS(=O)(=O)N(CC(=O)N1CCN(Cc2ccccc2)CC1)C1CCCCC1
 : -3.9, 5.5, -0.1, -1.0, 5.3, -2.9, 8.4, 5.2, -14.9
CCOc1ccccc1N1C(=O)CC(Nc2ccc(N3CCOCC3)cc2)C1=O (stereo not drawn)
 : 8.9, 4.4, -7.0, 7.4, 7.5, -2.2, 27.3, 18.0, 32.9
Cn1nc([N+](=O)[O-])nc1S(C)(=O)=O
 : 4.1, 5.4, 3.9, -0.6, 0.9, -2.1, 24.4, -26.3, 25.8
O=C(NCc1ccco1)c1cc(-c2ccncc2)nc2ccccc12
 : -10.3, 9.9, -7.8, -0.9, 0.4, 1.2, 10.8, 8.0, 4.3
CC1=NN(c2nc(-c3ccc(Cl)cc3)cs2)C(=O)C1
 : 0.4, -3.2, 9.7, 2.1, 36.7, 9.5, 26.6, 10.4, -8.8
COc1cc(NC(=O)CCNS(=O)(=O)c2cc(Br)cnc2N)cc(OC)c1
 : -3.2, -9.5, -1.3, -0.8, -8.0, -5.2, -28.9, 1.1, 1.6
COc1ccc(/C(N)=N/OC(=O)Cc2ccc(C)cc2)cc1
 : -4.1, -0.1, -3.1, 1.5, -3.0, 5.1, 25.9, 6.7, 12.7
CC(=O)Nc1ccc(S(=O)(=O)N(C)CC(=O)NC2=NCCS2)cc1
 : -6.0, -6.2, -0.8, -5.4, -1.4, 7.2, 12.7, 2.6, 15.7
C[C@]12CCC3c4ccc(OCC(=O)O)cc4CCC3C1CCC2=O (stereo partly drawn)
 : -0.4, -12.4, 1.5, 0.5, -37.6, 6.7, 11.4, 22.6, -2.0
C#CCn1cc(/C=N/Nc2nc3ccccc3[nH]2)c2ccccc21
 : -5.7, -8.1, 11.7, -4.9, -10.0, -4.7, -319.8, 15.3, 45.2
O=C(COC(=O)c1ccc(F)cc1F)Nc1ncccn1
 : 2.5, -0.7, -16.7, -10.2, -3.8, -1.1, -18.9, -19.4, 13.8
COc1cccc(/C=C2\SC(=S)N(CCC(=O)NCCc3ccc(O)cc3)C2=O)c1
 : 2.0, 1.1, 12.2, 3.8, 6.9, -8.1, 15.0, 25.2, 6.3
O=C(NCc1ccccc1)c1noc2c1CCCC2
 : -8.8, -4.9, 4.1, 0.8, -1.8, 2.9, 9.2, 25.8, -5.8
O=C(O)c1ccc2c(c1)C(=O)N(c1ccc([N+](=O)[O-])cn1)C2=O
 : -2.2, -12.5, -3.9, 4.0, -16.3, 9.3, 5.8, 6.6, -8.5
FC(F)(F)c1cccc(NC(=S)N2CCN(c3cccc(C(F)(F)F)c3)CC2)c1
 : -3.9, -4.6, 3.6, 1.0, -6.2, -2.9, 19.9, -93.6, -1.2
CC(C)(CNc1ccc(S(=O)(=O)C(F)(F)F)cc1[N+](=O)[O-])N1CCOCC1
 : 2.6, 6.3, 16.2, -0.5, -9.1, -7.8, 10.4, 10.4, 9.6
CN(C)c1ccc(NC(=O)c2cn(-c3ccccc3)nc2-c2cccs2)cc1
 : 5.3, 4.4, 13.9, 1.3, -0.1, 3.0, 4.0, 29.3, 15.3
COCCCNC(=O)C1CCC(CNS(=O)(=O)c2ccc3c(c2)CC(C)N3C(=O)C2CC2)CC1 (stereo not drawn)
 : -2.1, -0.3, 2.6, 3.2, 4.9, 1.3, 9.9, 12.1, -1.2
Cc1ccc(SC[C@H](C)CN2CC[C@H](C(C)(C)C)CCC2=O)cc1
 : -1.6, -1.5, 28.2, 1.3, -19.9, -6.6, 20.8, 9.2, 7.9
